Assay outcomes (PubChem BioAssay)
HepG2 viability: HepG2 cytotoxicity, counter-screen for TGF-b inhibitors. AID 588856. Potency, µM (doses to about 46.1 µM), for inactives: top-dose activity change, negative = cytotoxicity, most hits filed as cytotoxic. 410,000 tested, 0.76% active. HepG2 CAGA-GFP viability, ATP luminescence, 18 h; also: potency is read from the fitted curve at half-maximal effect; some results filed as inactive show a strong effect at the top dose
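HepG2 CAGA-GFP cells (1000/well, DMEM with 1% FBS) received compound, then TGF-beta at 500 pg/mL final, and were incubated 18 hours at 37 degrees C. Viability was read by CellTiter-Glo luminescence. Media-only wells were set as complete cell-killing and DMSO as no toxicity.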
A549 tox: counter-screen for Nrf2 inhibitors: cytotoxicity in A549 cells; Potency, µM (titrated, usually from 46 µM), without a hit: at the highest dose activity change, negative = cytotoxicity, usual class: inhibitors; AID 504648; A549 ARE-Fluc cells, CellTiter-Fluor viability, 18-24 h; 390,000 tested, 0.16% active; also: potency is read from the fitted curve at half-maximal effect; % is scaled to controls: 0 for no effect and ±100 for the full control effect
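Cytotoxicity counterscreen: CellTiter-Fluor fluorescence was measured in A549 ARE_Fluc cells after 18-24 h of compound exposure in a concentration series. The subsequent BugLite luminescent read reports ARE-luciferase activity.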
ATXN viability: reduces viability in counter-screen for ATXN expression inhibitors; S2 cells (HEK-293 line with an ATXN2-luciferase reporter) viability, CellTiter-Fluor protease fluorescence, 24 h; Potency, µM (titrated, usually from 56.7 µM), most hits filed as cytotoxic; 400,000 tested, 0.49% active; AID 651635; also: potency is read from the fitted curve at half-maximal effect; nearly all actives have a fitted effect of over 40% in size
TGFb SMAD3 inh: inhibitors of TGF-b signaling | HepG2 CAGA-GFP TGF-b/SMAD3 reporter, GFP fluorescence, 18 h; TGF-beta stimulated, 500 pg/mL final | Potency, µM (doses to about 46.1 µM), for inactives: at the top dose activity, negative = inhibition, actives largely listed as inhibitors | 410,000 tested, 1.2% active | AID 588855; also: potency is read from the fitted curve at half-maximal effect; % is scaled to controls: 0 for no effect and ±100 for the full control effect; nearly all actives have a fitted effect of over 65% in size
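Cell-based qHTS in HEPG2 carrying a CAGA-GFP Smad reporter; compounds added before 500 pg/mL final TGF-beta, 18 h incubation at 37 degrees C, GFP fluorescence quantified per cell by imaging cytometry.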
pAkt inh: Akt phosphorylation inhibition. Neuro2A IGF-stimulated pAkt S473 HTRF, 20 min; stronger effect = lower value. activity change, % for hits at 50 µM. 360,000 tested, 0.32% active. AID 651550; in the data active = activity change below about -80%; inconclusive = mostly about -51% to -80%; also: % is scaled to controls: 0 for no effect and ±100 for the full control effect
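Neuro2A cells in DMEM with 0.5% FBS, overnight at 37 deg C, given compound at single 50 µM final, then IGF (6 nM final) for 20 min at 37 deg C. Lysed; phospho-Akt Ser473 by HTRF after 24 h, 665/615 ratio.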
CCT chaperon mod: modulators of cytosolic chaperonin (CCT/TRiC) activity; purified chaperonin ATPase assay, HTRF ADP detection, 30 min; activity change, % (concentration not given with the values), hits read low; 360,000 tested, 0.3% active; in the data active = activity change below about -30%; also: % is scaled to controls: 0 for no effect and ±100 for the full control effect
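TRiC at 40 or 20 nM final (batch-dependent) in 30 mM Tris pH 7.4, 100 mM KCl, 5 mM MgCl2, 1 mM DTT, with compound at single 76 uM and 10 uM ATP, 30 min at 37 deg C. ADP detected by HTRF Transcreener, 665/615 ratio.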
Nrf2 block: blocks Nrf2 signaling; A549 ARE-Fluc reporter, luciferase luminescence, 18-24 h; Potency, µM (doses to about 46 µM), for inactives: at the top dose activity change, negative = inhibition, actives largely listed as inhibitors; 360,000 tested, 2.1% active; also: potency is read from the fitted curve at half-maximal effect; % is scaled to controls: 0 for no effect and ±100 for the full control effect; nearly all actives have a fitted effect of over 60% in size
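Concentration-response testing used A549 ARE_Fluc cells at 5000 cells/well. Following an 18-24 h compound incubation, viability was read by fluorescence (Ex 405/Em 525) and luciferase output by luminescence.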
MmCpn inh: inhibitors of Methanococcus maripaludis chaperonin (MmCpn); 330,000 tested, 0.031% active; AID 504842; Potency, µM (top dose mostly 76.9 µM), for inactives: at the top dose activity, negative = inhibition, most hits filed as inhibitors; purified Mm-Cpn ATPase, ADP Transcreener TR-FRET; also: potency is read from the fitted curve at half-maximal effect; % is scaled to controls: 0 for no effect and ±100 for the full control effect; nearly all actives have a fitted effect of over 80% in size
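Inhibition of chaperonin ATP hydrolysis is measured as reduced ADP production, detected by competitive TR-FRET in which signal falls with ADP. Final enzyme 25 nM and ATP 10 uM, reacted 30 min at 37°C.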
Nrf2 activator: activators of Nrf2 (ARE) signaling; AREc32 ARE-luciferase reporter (MCF7-derived line), luminescence, 24 h; AID 624171; 410,000 tested, 0.31% active; Potency, µM (doses to about 46.1 µM), inactives show at the highest dose activation, usual class: activators; also: potency is read from the fitted curve at half-maximal effect; % of control where 0% means no effect; nearly all actives have a fitted effect of over 65% in size
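Nrf2 activation is followed as ARE-luciferase induction in the AREc32 line after one day of compound treatment; luminescence is read with Steady-Glo.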
An asterisk follows results filed as active; i = inactive; ? = inconclusive; / = no result given; & = joins results of further samples; [ ] = dose if it differs, or a comment. Unless noted, calls follow the shape of the dose curve; as a rule, active = well fitted curve in the direction sought with a large enough effect; inconclusive = small, poorly fitted or top-dose-only effect, or another doubt; inactive = no such curve, though single readings can be large; an effect the other way counts as inactive or inconclusive.

The opening 3 compounds as a preview:
no.	compound	HepG2 viability	A549 tox	ATXN viability	TGFb SMAD3 inh	pAkt inh	CCT chaperon mod	Nrf2 block	MmCpn inh	Nrf2 activator
1	COc1ccc(CNC(=O)CC(C)CC2=NS(=O)(=O)c3ccccc3N2)cc1 (stereo unspecified)	-32%&6%	-2%&12%	i	-30%&3%	i	-1.1	-8%	0%	-0.5%&-0.1%
2	COc1ccc(CNC(=O)CSCc2cnn(-c3ccccc3)c2-n2cccc2)cc1	-24%	-5%	i	?	i	-3.8	-6%	3%	-0.9%
3	CC(C)(C)C(=O)O/N=C1/C(=O)N(c2ccccc2)c2ccccc21	-11%	14%	i	4%	i	-3.8	/	0%	-0.7%

The whole of this part, previewed entries included:
no.	compound	HepG2 viability	A549 tox	ATXN viability	TGFb SMAD3 inh	pAkt inh	CCT chaperon mod	Nrf2 block	MmCpn inh	Nrf2 activator
1	COc1ccc(CNC(=O)CC(C)CC2=NS(=O)(=O)c3ccccc3N2)cc1 (stereo unspecified)	-32%&6%	-2%&12%	i	-30%&3%	i	-1.1	-8%	0%	-0.5%&-0.1%
2	COc1ccc(CNC(=O)CSCc2cnn(-c3ccccc3)c2-n2cccc2)cc1	-24%	-5%	i	?	i	-3.8	-6%	3%	-0.9%
3	CC(C)(C)C(=O)O/N=C1/C(=O)N(c2ccccc2)c2ccccc21	-11%	14%	i	4%	i	-3.8	/	0%	-0.7%
4	Cc1c(C(=O)N2CCCC(C)(C(=O)NS(=O)(=O)C3CC3)C2)oc2ccccc12 (stereo unspecified)	5%	/	i	-2%	i	1.1	/	/	-1.1%
5	O=[N+]([O-])c1ccc(S(=O)(=O)NCC(c2cccnc2)N2CCOCC2)cc1 (stereo unspecified)	2%	-3%	i	12%	i	2.5	?	0%	0.4%
6	CC(C)(C)NC(=O)C(c1ccc(F)cc1)N(Cc1ccco1)C(=O)CCC(=O)Nc1nccs1 (stereo unspecified)	-12%	-11%	i	-1%	i	-2.7	?	1%	0.2%
7	CCCC(=O)Nc1cccc(S(=O)(=O)N(C)c2ccccc2)c1	5%	2%	i	-1%	i	-0.9	-16%	3%	-0.6%[9.22 µM]
8	C/C(=C\C(=O)c1ccc(Br)cc1)NCc1ccc(C)cc1	-9%	-1%	i	-27%	i	-4.6	/	-7%	2.2%
9	C=CCn1c(N)c(C(=O)NCC2CCCO2)c2nc3ccccc3nc21 (stereo unspecified)	-2%	?	/	?	i	1.7	-19%	-5%	-0.5%
10	O=C(O)C1CCCN1c1nc(-c2ccc(Cl)c(Cl)c2)cc(C(F)(F)F)n1 (stereo unspecified)	-14%	-14%	i	?	i	-1.8	7.3µM*	0%	0.1%
11	CC(=O)Nc1ccc(C(=O)CSc2nnc(-c3ccccc3F)n2CCc2ccccc2)cc1	10%	-1%	i	-2%	i	-3.3	0%	/	-1.6%
12	Cc1cc(C)cc(NC(=O)N2CCC(CN3CCCCCC3)CC2)c1	-48%	-4%	/	0%	/	/	4%	/	-0.9%
13	CCN1C(=O)[C@@H]2[C@@H](c3ccc(-c4ccc(F)cc4)c(OC)c3)N3CCCC[C@@]3(C(=O)OC)[C@@H]2C1=O	-16%	4%	i	0%	i	-3.4	?	-2%	0.1%
14	COc1ccc(Cn2nnc(C(=O)Nc3ccc4c(c3)OCCO4)c2N)cc1Br	-25%	-3%	i	-14%	i	-0.1	0%	-5%	-0.5%
15	CCCC(=O)n1nc(-c2ccco2)nc1N	1%	-3%	i	-9%	i	-0.8	-11%	1%	-0.3%
16	[O-][n+]1cccc(C(O)c2ccccc2)c1 (stereo unspecified)	-1%	-2%	i	-19%	i	-0.8	3%	1%	-0.1%
17	Cn1cc(S(=O)(=O)N2CCCCCC2)cc1C(=O)N1CCN(c2cccc(C(F)(F)F)c2)CC1	-4%	-9%	?	?	/	/	/	/	-0.2%
18	CC(=O)Nc1ccc(NC(=O)c2ccc(NS(=O)(=O)c3cc(C(C)(C)C)ccc3C)cc2)cc1	8%	0%	i	0%	i	-1.4	?	1%	4.9%
19	COc1ccc(S(=O)(=O)Nc2ccc(S(=O)(=O)NCC3CCCO3)cc2)cc1 (stereo unspecified)	-9%	2%	i	6%	i	-0.8	-9%	0%	-0.4%
20	COc1ccc(OCC(O)Cn2c(Br)nc3c2c(=O)[nH]c(=O)n3C)cc1 (stereo unspecified)	-13%	?	?	?	i	-0.8	3%	-1%	0.0%
21	COc1ccc(NC(=O)C(NC(=O)CNC(C)=O)c2ccc(C)cc2)cc1 (stereo unspecified)	-12%	-2%	i	1%	i	-0.9	-13%	-1%	0.4%
22	COc1ccc(NC(=O)C2CC(=O)N(c3cccc(C)c3C)C2)cc1 (stereo unspecified)	-23%	-3%	i	0%	i	-2.6	?	-2%	-0.6%
23	CCc1noc(C)c1C(=O)N(CCCOC)c1c(N)n(Cc2ccccc2)c(=O)[nH]c1=O	5%	1%	i	3%	i	-2.0	14%	0%	0.0%
24	COc1cc(C(=O)Nc2cc3c(cc2C)n(C)c(=O)c(=O)n3C)cc(OC)c1OC	-20%	2%	i	1%	/	/	-3%	/	-0.6%
25	CC(/C=N/Nc1ccc2nncn2n1)=C\c1ccccc1	-34%	-2%	i	?	i	-0.3	-5%	0%	15%
26	COC(=O)c1cc(NS(=O)(=O)c2cccs2)cc(NS(=O)(=O)c2cccs2)c1	15%	1%	i	3%	i	1.1	2%	-2%	-1.1%
27	CCCNC(=O)Cn1nc(-c2ccc(C)c(C)c2)c2cnc3ccc(OC)cc3c21	-21%	-3%	i	0%	/	/	?	/	4.4%
28	CC(OC(=O)COc1ccc(C#N)cc1)C(=O)c1ccccc1 (stereo unspecified)	-17%	1%	i	11%	i	1.2	16%	1%	-0.1%
29	C=CCn1c(SCC(=O)Nc2ccc3c(c2)OCCO3)nc2cc(C(=O)O)ccc2c1=O	-22%	-3%	i	10%	i	0.4	-3%	1%	-3.5%
30	Cc1nn(-c2ccccc2)c2sc(C(=O)Nc3cccc(Cl)c3)cc12	-13%	4%	i	?	/	/	?	/	8.7%
31	CN(C)c1ccc(P(=O)(OCc2ccccc2)C(O)c2cccnc2)cc1 (stereo unspecified)	2%	-3%	i	-20%	i	-0.2	-3%	-3%	0.5%
32	Cc1sc(NC(=O)c2ccco2)c(C(c2ccncc2)N2CCOCC2)c1C (stereo unspecified)	-41%	1%	i	-13%	i	0.8	-16%	-2%	-0.8%
33	CC(=O)c1ccc(N2C(=O)CC(N3CCN(S(=O)(=O)c4cc(C)ccc4C)CC3)C2=O)cc1 (stereo unspecified)	14%	-1%	i	0%	i	-4.0	4%	0%	3.1%
34	COc1ccc(CNC(=O)c2csc(Cc3ccc(OC)cc3)n2)cc1	-9%	-2%	i	13%	i	0.2	/	-2%	3.1%
35	COC(=O)c1sc(NC(=O)c2ccoc2C)nc1C	-41%	-13%	?	-3%	i	-2.1	20%	-1%	-0.6%
36	C=CCOC(=O)C1=C(C)Nc2ncnn2C1c1cccs1 (stereo unspecified)	-10%	2%	i	3%	i	-1.3	/	1%	0.1%
37	Cc1nc2ccccn2c1C(=O)NNC(=S)Nc1ccccc1	28%	8%	i	7%	i	0.8	?	-1%	-0.1%
38	Cc1cc(C(=O)CN2C(=O)NC(C)(c3ccccc3)C2=O)c(C)n1CC1CCCO1 (stereo unspecified)	16%	12%	i	16%	i	1.0	10%	2%	0.2%
39	O=C(CSc1nnc(CCCOc2ccc(Cl)cc2Cl)o1)Nc1ccc(C(=O)O)cc1	-14%	7%	i	7%	i	1.3	2%	1%	-2.2%
40	NC(CCc1ccccc1)c1csc(Nc2nncc3ccccc23)n1 (stereo unspecified)	-95%	/	i	?	i	-1.2	/	/	0.3%
41	CCn1c(SCC(=O)c2cc(C)ccc2C)nc2cc(S(=O)(=O)N3CCOCC3)ccc21	-15%	13%	i	-20%	i	-2.7	-6%	-7%	3.2%
42	CCCc1cc(=O)oc2cc(C)cc(OCC(=O)N3CCC(C(=O)O)CC3)c12	0%	-1%	i	-1%	i	-0.8	4%	-8%	0.9%
43	COc1ccc(NC(=O)C2CCCN2S(=O)(=O)c2ccc(Cl)cc2)cc1 (stereo unspecified)	-6%	-7%	i	-14%	i	1.6	-1%	0%	-0.5%
44	COc1ccc(CNC(=O)O[C@H]2CN(C(=O)OC(C)C)N(C(=O)OC(C)C)[C@@H]3CN(S(=O)(=O)c4ccc(C)cc4)C[C@]23O)cc1OC	-10%	/	?	-10%	i	-1.2	/	/	-0.3%
45	O=C1c2ccccc2C(=O)N1CCc1csc(-c2cccc(Cl)c2)n1	-32%	1%	i	4%	i	-2.9	-21%	-6%	0.0%
46	CCOc1ccc(-c2noc(CCCC(=O)NC3CCCCC3)n2)cc1OC	-4%	-9%	i	2%	i	-2.5	?	-3%	-0.3%
47	COc1ccc(NC(=O)C(=O)c2cn(CC(=O)N3CCOCC3)c3ccccc23)cc1OC	-2%	-4%	i	2%	i	-2.2	-15%	0%	-0.2%
48	NC(=O)[C@@H]1CCCNc2c(F)cc([N+](=O)[O-])cc2C(=O)N[C@@H](CCC(=O)O)C(=O)N[C@@H](CO)C(=O)N1	-3%	?	?	-23%	i	-0.7	-6%	-5%	0.3%
49	COc1ccc(CC2NCCC3=CC(=O)CCC32)cc1O (stereo unspecified)	-23%	3%	i	-9%	/	/	9%	/	-0.3%
50	CCCCOc1ccc(CN2CCC(O)CC2)cc1	-6%	-1%	i	-7%	i	2.3	17%	-1%	0.2%
51	COCCn1c(=O)[nH]c2cc(C(=O)NCC3CCCO3)ccc2c1=O (stereo unspecified)	-14%	-11%	i	-10%	i	-2.8	-22%	-1%	0.0%
